Bioassay records as filed in PubChem.
STAT3 activator: activators of IL-6 induced STAT3 signaling; AID 871; hit rate 0.91% among 190,000; U3A cells, IL-6 STAT3-luciferase reporter, luminescence; 100% = signal with IL-6 EC80 alone; activation (% of control), % at 5.6 µM;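 active = activation above the screen-wide mean of compound activation plus 3 SD, cut at about 130% in these data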;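 note: 0% = background luminescence of wells with medium and substrate only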
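Assay system – human STAT1-deficient U3A cells with stable STAT3-luciferase reporter · Also added – IL-6 (33 ng/mL) · Schedule – compound 1 h, then IL-6 6 h at 37 °C · Technique – reporter luminescence signal · Evaluation – % activation versus median of IL-6-stimulated wells · Benchmarks – IL-6-only wells as 100% reference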
ROMK mod: human ROMK K+ channel modulation, primary screen; P48048; Tet-inducible ROMK, thallium flux fluorescence; actives lie on both sides; B-score at 10 µM; hit rate 2% among 130,000; AID 1918;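 active = signal ratio slope over the read window, or its plate-corrected B-score, at least 3 SD from the plate mean, either direction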;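 note: B-score of the F/F0 ratio slope over 7 to 12 s after thallium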
Target sequence (P48048 whole entry, looked up): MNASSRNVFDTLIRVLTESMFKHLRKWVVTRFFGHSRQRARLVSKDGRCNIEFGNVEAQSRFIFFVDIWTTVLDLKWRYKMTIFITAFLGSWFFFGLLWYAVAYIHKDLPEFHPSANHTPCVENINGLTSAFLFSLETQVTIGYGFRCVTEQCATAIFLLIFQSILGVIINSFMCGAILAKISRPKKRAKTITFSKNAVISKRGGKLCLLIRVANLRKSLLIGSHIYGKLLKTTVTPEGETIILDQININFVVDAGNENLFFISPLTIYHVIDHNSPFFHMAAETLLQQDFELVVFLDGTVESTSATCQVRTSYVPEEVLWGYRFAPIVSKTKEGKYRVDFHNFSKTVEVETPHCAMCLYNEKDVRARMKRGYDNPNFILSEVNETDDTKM
STAT1 blocker: STAT1 signaling inhibition; NIH 3T3 STAT1-luciferase reporter, IFN-gamma, luminescence; inhibition, % at 5.5 µM; hit rate 0.35% among 200,000;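 active = inhibition above a set limit, the mean inhibition across all tested compounds plus 3 SD, cut at about 34% in these data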;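 note: 0% = IFN-gamma with DMSO and 100% = IFN-gamma with 300 µM nifuroxazide; values of inactives mirror those of a sister screen read the other way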
FLuc inhib CS: counter-screen for luciferase assay inhibitors: firefly luciferase inhibition; P08659; AID 1006; hit rate 1.5% among 200,000; ATPLite firefly luciferase biochemical luminescence, 10 min; inhibition, % at 10 µM;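 active = inhibition above about 50% when tested at 10 µM, limit read from the data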
Target sequence (P08659 whole entry, looked up): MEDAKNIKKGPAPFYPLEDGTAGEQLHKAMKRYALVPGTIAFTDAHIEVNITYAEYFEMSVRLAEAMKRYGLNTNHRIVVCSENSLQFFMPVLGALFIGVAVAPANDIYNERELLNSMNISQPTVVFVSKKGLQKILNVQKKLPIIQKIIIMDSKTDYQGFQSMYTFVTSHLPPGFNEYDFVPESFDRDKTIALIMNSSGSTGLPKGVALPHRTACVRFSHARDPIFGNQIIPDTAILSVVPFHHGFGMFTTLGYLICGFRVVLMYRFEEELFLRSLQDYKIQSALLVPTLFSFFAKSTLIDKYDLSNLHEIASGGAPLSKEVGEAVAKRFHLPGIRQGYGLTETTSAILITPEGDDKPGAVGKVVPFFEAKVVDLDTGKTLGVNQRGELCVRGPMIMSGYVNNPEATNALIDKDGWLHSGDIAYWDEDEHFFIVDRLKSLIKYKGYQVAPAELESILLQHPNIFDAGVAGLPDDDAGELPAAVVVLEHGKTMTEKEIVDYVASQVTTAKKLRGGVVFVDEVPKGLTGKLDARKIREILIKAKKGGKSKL
NF-kB expr up: NF-kB expression increase, human neuronal cells; NF-kB reporter expression; stronger effect = higher value; fold change at 12.5 µM; hit rate 1.6% among 190,000; AID 1239; in the data active = fold change above about 3.3
APP 5'UTR act: activates APP 5'UTR luciferase reporter. SH-SY5Y APP 5'UTR luciferase reporter, luminescence; zero percent = DMSO vehicle wells. activation, % at 2 µM. hit rate 1% among 190,000. AID 1276;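 active = activation above a set limit, based on mean plus 3 SD of controls, cut at about 140% in these data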; note: values of inactives mirror those of a sister screen read the other way
FLuc stim CS: affects firefly luciferase, flagging false hits in luciferase stimulation screens; 200,000 tested, under 10 active; activation factor at 10 µM; ATPlite luciferase biochemical, luminescence, 10 min; 0 = ATP-free wells, 1 = DMSO control; AID 1027;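 active = luciferase activation factor, scaled between plate controls, of at least 2 with compound at 10 µM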
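Material: Luciferase/luciferin reagent mix; Doses: test compounds dosed from 2 mM stocks in 100% DMSO; Schedule: 10 min incubation after luciferase reagent addition, room temperature; Measured by: luminescence from luciferase reaction; Read-out: luminescence gain marking luciferase activators.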
STAT1 act: increases IFN-gamma driven STAT1 reporter signal; AID 932; hit rate 2.6% among 200,000; activation (% of control), % at 5.5 µM; NIH 3T3 STAT1-luciferase reporter, luminescence; 100% = IFN-gamma alone, no compound;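 active = activation above the screen-wide mean activation plus 3 SD, cut at about 130% in these data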;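 note: raw ratio to IFN-gamma control signal so 100% means no change and 0% no light; values of inactives mirror those of a sister screen read the other way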
STAT3 blocker: inhibitors of IL-6 induced STAT3 signaling. U3A cells, IL-6 STAT3-luciferase reporter, luminescence; host cell line lacks STAT1. hit rate 0.89% among 190,000. inhibition, % at 5.5 µM;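 active = inhibition above the mean inhibition across all screened compounds plus 3 SD, cut at about 44% in these data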;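 note: 0% = DMSO only wells and 100% = 100 µM nifuroxazide control wells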
APP transl inh: APP translation inhibition. SH-SY5Y APP 5'UTR-luciferase reporter, luminescence. inhibition, % at 2 µM. hit rate 0.82% among 190,000;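 active = inhibition above a set limit, derived from the sample mean plus 3 SD, cut at about 45% in these data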; note: values of inactives mirror those of a sister screen read the other way
Numbers without * were called inactive; . = no result given.

Structure	STAT3 activator	ROMK mod	STAT1 blocker	FLuc inhib CS	NF-kB expr up	APP 5'UTR act	FLuc stim CS	STAT1 act	STAT3 blocker	APP transl inh
Cc1sc2ncn(CCn3cnc4sc(C)c(C)c4c3=O)c(=O)c2c1C	94	-0.05	4	-3	1.4	-2	1	96	11	2
C=C(C)C(=O)OCCCCCCOc1ccc(C(=O)O)cc1	98	.	-6	-2	1.4	.	1	105	8	.
CS(=O)(=O)N1CCC(C(=O)NCCc2ccccc2)CC1	110	-0.17	-5	-4	1.9	-5	1	105	-12	5
O=C(c1ccc(-c2ccccc2)c(F)c1)C1CCCN(C(=O)c2cncs2)C1 (configuration not stated)	101	0.31	6	-8	1.1	4	1.1	93	3	-4
Cc1cc(C)c(NC(=O)CS(=O)CC(=O)N2CCN(c3ccc(F)cc3)CC2)c(C)c1 (configuration not stated)	95	0.24	-1	-6	0.91	4	1.1	101	9	-4
CCCc1nnc(NC(=O)c2ccc(N3C(=O)C4C5C=CC(C5)C4C3=O)cc2)s1 (configuration not stated)	99	0.89	-2	-8	1.4	5	1.1	102	7	-5
O=C(NCc1ccncc1)c1nc(-c2cccs2)no1	104	.	5	-8	1.3	-8	1.1	94	0	8
COC(=O)c1ccc(C(=O)OC)c(NC(=O)C(C)(C)C)c1	91	0.52	4	-14	1.2	-3	1.1	97	13	3
Cc1oc2c(C)c(O)ccc2c(=O)c1N1C(=O)c2ccccc2C1=O	103	.	-2	-3	0.97	-7	1	102	-1	7
CCCCCOC(=O)c1ccc(NC(=O)c2ccco2)cc1	92	-1.6	-11	3	1.3	-4	1	110	11	4
Fc1ccc(OCc2nc3ccccc3s2)cc1	101	0.091	-42	64*	5.2*	269*	0.4	136*	9	-269
CC(C)NCc1cc(Br)ccc1OCc1ccccc1	101	-1.3	-4	-9	0.89	-3	1.1	102	3	3
Cc1cc(C)c(NC(=O)CSc2nnc(-c3ccncc3)n2Cc2ccco2)c(C)c1	104	.	15	-6	1	14	1.1	87	-1	-14
CCS(=O)(=O)N1Cc2ccccc2CC1C(=O)Nc1ccc(NC(C)=O)cc1 (configuration not stated)	101	-1.1	-4	-9	0.85	-6	1.1	107	-1	6
O=C(COC(=O)c1ccc([N+](=O)[O-])o1)NC1CCS(=O)(=O)C1 (configuration not stated)	101	-0.031	-2	-3	1	13	1	102	0	-13
Nc1nc(SCc2ccc(Br)cc2)[nH]c(=O)c1-c1ccccc1	101	0.79	1	0	1.3	5	1	98	11	-5
O=Cc1cccc(Oc2ccc([N+](=O)[O-])cc2[N+](=O)[O-])c1	102	0.23	7	-4	1.2	14	1	94	-3	-14
CSc1ccc(S(=O)(=O)N(C)Cc2ccccc2)cc1	109	-1.6	2	-8	0.92	18	1.1	98	0	-18
Cn1c(=O)c2c(nc(Oc3ccc4c(c3)OCO4)n2Cc2ccc(Cl)cc2)n(C)c1=O	99	0.7	7	-7	1.4	10	1.1	94	4	-10
COC(=O)Nc1c(C(=O)OC)cc(OC)c(OC)c1OC	103	.	-2	-6	1.1	-9	1.1	102	2	9

Four of the compounds above, with values under each structure:
Order of values – STAT3 activator	ROMK mod	STAT1 blocker	FLuc inhib CS	NF-kB expr up	APP 5'UTR act	FLuc stim CS	STAT1 act	STAT3 blocker	APP transl inh
Cn1c(=O)c2c(nc(Oc3ccc4c(c3)OCO4)n2Cc2ccc(Cl)cc2)n(C)c1=O
  99	0.7	7	-7	1.4	10	1.1	94	4	-10
COC(=O)c1ccc(C(=O)OC)c(NC(=O)C(C)(C)C)c1
  91	0.52	4	-14	1.2	-3	1.1	97	13	3
Cc1cc(C)c(NC(=O)CSc2nnc(-c3ccncc3)n2Cc2ccco2)c(C)c1
  104	.	15	-6	1	14	1.1	87	-1	-14
Cc1oc2c(C)c(O)ccc2c(=O)c1N1C(=O)c2ccccc2C1=O
  103	.	-2	-3	0.97	-7	1	102	-1	7

(next part)
Structure	STAT3 activator	ROMK mod	STAT1 blocker	FLuc inhib CS	NF-kB expr up	APP 5'UTR act	FLuc stim CS	STAT1 act	STAT3 blocker	APP transl inh
O=C(c1cccc2ccccc12)C1CCCN(C(=O)c2ccc(N3CCOCC3)cc2)C1 (configuration not stated)	96	-0.54	-5	-5	0.97	10	1.1	103	7	-10
COc1ccccc1NC(=O)CCN1CCCCCC1	96	-0.21	-9	-5	0.98	-3	1.1	109	5	3
Cc1sc2nc(C3CC3)nc(SCC(=O)N3CCc4ccccc4C3)c2c1C	98	.	6	1	0.67	.	1	95	8	.
COC(=O)c1ccc(C2C(C(=O)OCC(C)C)=C(C)N=C3SCCC(=O)N32)cc1 (configuration not stated)	107	-0.33	7	-2	1.2	-15	1	94	0	15
CCOC(=O)CNC(=O)c1c(C)nn(C)c1Cl	101	0.99	-12	-3	1.2	18	1	108	1	-18
CC1CN(C(=S)NC(=O)c2cccc([N+](=O)[O-])c2)CC(C)O1 (configuration not stated)	94	.	-9	-3	1.2	4	1	108	12	-4
COc1ccc(C(Nc2ccccn2)c2oc(CO)cc(=O)c2O)cc1 (configuration not stated)	103	0.66	7	-7	1.4	28	1.1	94	-6	-28
COc1ccc(N(C2=NCCCS2)S(=O)(=O)c2ccc(C(C)(C)C)cc2)cc1	102	0.41	1	-9	1.1	13	1.1	97	4	-13
CCC(C)(C)NC(=O)CCCSc1nc2ccccc2s1	106	0.27	-21	22	1.3	20	0.8	119	-4	-20
CCC(C)c1ccccc1NC(=O)c1cccnc1 (configuration not stated)	100	.	-2	-9	1.1	23	1.1	100	2	-23

A draw from above in order of count of non-hydrogen atoms, descending.
Structure	STAT3 activator	ROMK mod	STAT1 blocker	FLuc inhib CS	NF-kB expr up	APP 5'UTR act	FLuc stim CS	STAT1 act	STAT3 blocker	APP transl inh
O=C(c1ccc(-c2ccccc2)c(F)c1)C1CCCN(C(=O)c2cncs2)C1 (configuration not stated)	101	0.31	6	-8	1.1	4	1.1	93	3	-4
COC(=O)c1ccc(C(=O)OC)c(NC(=O)C(C)(C)C)c1	91	0.52	4	-14	1.2	-3	1.1	97	13	3
COc1ccccc1NC(=O)CCN1CCCCCC1	96	-0.21	-9	-5	0.98	-3	1.1	109	5	3
Fc1ccc(OCc2nc3ccccc3s2)cc1	101	0.091	-42	64*	5.2*	269*	0.4	136*	9	-269

New compounds follow
Structure	STAT3 activator	ROMK mod	STAT1 blocker	FLuc inhib CS	NF-kB expr up	APP 5'UTR act	FLuc stim CS	STAT1 act	STAT3 blocker	APP transl inh
Cc1cc(C)cc(NC(=O)C2CCCC2)c1	115	.	-3	-6	0.92	0	1.1	103	-12	0
Cc1nonc1N1CCN(Cc2cn[nH]c2-c2ccc(F)cc2F)CC1	93	-0.16	0	-1	1.1	-14	1	98	11	14
Cc1ccc(C2=C/C(=C\c3cccnc3)C(=O)O2)cc1	101	.	-1	52*	1.1	15	0.5	101	-1	-15
CC1(C(=O)NCc2cc(F)cc(C(F)(F)F)c2)C=CC2(CCCCC2)N1C(=O)c1ccccc1 (configuration not stated)	98	-1.7	-11	-4	0.98	6	1	110	0	-6
COc1ccc(NC(=O)c2cc(-c3ccccc3OC)on2)cc1	127	1.1	-28	5	2.3	-74	0.9	126	-27	74*
O=C(CN1CCCc2ccccc21)NC(=O)NCc1ccco1	115	.	1	-4	1.6	12	1	99	-7	-12
Cc1ccc(NC(=S)Nc2ccc(S(=O)(=O)N3CCOCC3)cc2)cc1S(=O)(=O)N1CCOCC1	93	-0.11	4	-6	0.9	32	1.1	97	11	-32
Cc1ccc2cccc(N)c2n1	109	0.13	-6	-5	0.95	22	1.1	105	3	-22
Cc1nc(C)c(-c2csc(NCc3ccccc3)n2)s1	83	.	-2	6	1.4	26	0.9	102	24	-26
COC(=O)C(C)(C)ONC(=O)Nc1ccccc1Cl	94	-0.53	-7	-6	1.3	-4	1.1	105	14	4
NC(=O)c1cc(N)ccc1N1CCCCC1	97	0.63	-9	2	1	-18	1	106	12	18
CC(Oc1ccccc1)C(=O)NC1=NCCS1 (configuration not stated)	115	-0.42	-36	7	.	58	0.9	134*	-10	-58
COc1ccc(CCC(=O)NCCc2nc3ccccc3[nH]2)cc1	98	0.57	-7	-4	1.1	-17	1	105	6	17
Cc1ccc(NC(=O)C2CC(=O)Nc3nncn32)cc1 (configuration not stated)	106	0.05	4	-1	1.2	16	1	96	-5	-16
CCC(C)(C)NC(=O)C(c1ccc(C)cc1)N(Cc1cccnc1)C(=O)c1csnn1 (configuration not stated)	100	0.36	2	-8	1.5	-26	1.1	98	4	26
Clc1cccc(CSc2nc3ccncc3[nH]2)c1	100	.	-18	75*	1.6	41	0.2	116	9	-41
Cc1nn(C)c(C(=O)NNC(=S)NC2CCCCC2)c1Cl	97	0.038	-4	-2	1	-7	1	104	4	7
O=c1[nH]c2c(s1)C(c1ccc(O)cc1)C1C3CCC(C3)C1S2 (configuration not stated)	91	.	-1	-7	1.2	-6	1.1	101	19	6
Cc1ccc(NC(=S)N2CCN(c3ncccn3)CC2)cc1C	95	.	1	-7	0.99	3	1.1	99	4	-2
Cc1ccccc1OCC(=O)N/N=C/c1ccc(Sc2nc3ccccc3s2)o1	99	0.016	4	-2	1.3	-7	1	96	0	7
O=C(Nc1ccccc1Sc1ccccc1)c1ccccc1F	113	.	-6	.	.	0	.	105	-9	0

Outcome played no part in choosing rows. Share with any hit: about 7.1%.
